# High-throughput results (PubChem BioAssay)
# NSD2 HMT inh: NSD2 histone methyltransferase inhibitors, primary screen, biochemical, AlphaScreen, single concentration, set 2. Histone-lysine N-methyltransferase NSD2 (Homo sapiens), O96028. NSD2 peptide methylation, 120 min. inhibition, % at 12.5 µM. actives 0.54% (n = 310,000); in the data active = inhibition above about 50%
# Target sequence (O96028 whole entry, looked up): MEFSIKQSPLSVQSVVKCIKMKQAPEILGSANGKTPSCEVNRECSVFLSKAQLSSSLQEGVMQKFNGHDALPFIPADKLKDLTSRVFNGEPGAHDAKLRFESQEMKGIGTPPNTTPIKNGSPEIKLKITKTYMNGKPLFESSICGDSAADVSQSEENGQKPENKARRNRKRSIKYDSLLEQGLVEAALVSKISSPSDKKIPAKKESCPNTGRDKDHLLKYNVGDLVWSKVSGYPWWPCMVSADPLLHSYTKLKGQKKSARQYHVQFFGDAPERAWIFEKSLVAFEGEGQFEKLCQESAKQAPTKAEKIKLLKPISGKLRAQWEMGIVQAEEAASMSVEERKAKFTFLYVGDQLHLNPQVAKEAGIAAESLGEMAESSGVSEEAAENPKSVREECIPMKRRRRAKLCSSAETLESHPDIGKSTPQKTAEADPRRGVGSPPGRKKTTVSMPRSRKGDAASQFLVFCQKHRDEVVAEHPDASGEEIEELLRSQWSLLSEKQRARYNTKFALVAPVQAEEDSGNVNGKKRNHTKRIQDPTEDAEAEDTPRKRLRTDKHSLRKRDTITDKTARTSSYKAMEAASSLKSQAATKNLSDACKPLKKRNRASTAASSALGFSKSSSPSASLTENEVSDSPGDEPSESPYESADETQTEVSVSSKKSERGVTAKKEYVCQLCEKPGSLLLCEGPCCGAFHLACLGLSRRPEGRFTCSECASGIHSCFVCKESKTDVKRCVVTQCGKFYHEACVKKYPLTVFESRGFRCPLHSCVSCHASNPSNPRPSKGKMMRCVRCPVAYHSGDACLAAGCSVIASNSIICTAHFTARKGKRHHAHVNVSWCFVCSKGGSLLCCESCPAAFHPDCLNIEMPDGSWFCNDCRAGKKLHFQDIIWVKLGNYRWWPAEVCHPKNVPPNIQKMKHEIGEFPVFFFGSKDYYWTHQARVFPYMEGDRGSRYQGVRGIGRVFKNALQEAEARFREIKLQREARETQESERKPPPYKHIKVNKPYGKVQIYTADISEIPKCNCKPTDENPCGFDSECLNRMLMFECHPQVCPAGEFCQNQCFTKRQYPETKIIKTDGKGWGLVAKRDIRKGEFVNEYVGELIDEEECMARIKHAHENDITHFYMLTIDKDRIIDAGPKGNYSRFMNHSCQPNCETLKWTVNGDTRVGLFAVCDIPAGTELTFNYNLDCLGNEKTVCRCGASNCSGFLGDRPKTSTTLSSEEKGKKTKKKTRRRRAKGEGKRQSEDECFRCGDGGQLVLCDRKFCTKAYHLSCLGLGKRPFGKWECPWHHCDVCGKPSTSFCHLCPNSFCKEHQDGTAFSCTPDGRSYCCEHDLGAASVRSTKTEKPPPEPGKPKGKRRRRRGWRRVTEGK
# CDK5 inh: inhibitors of human CDK5/p35 kinase, primary screen, biochemical, single concentration. Cyclin-dependent kinase 5 (Homo sapiens) + Cyclin-dependent kinase 5 activator 1 (Homo …. Recombinant CDK5/p35, ADP-Glo luminescence, 60 min. inhibition, % at 10 µM. actives 0.01% (n = 330,000). AID 488839, 2010;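 active = highest replicate inhibition of at least 50% and at least 75% of replicates reaching 50%; inconclusive = only one of the two criteria met; inactive = both criteria failed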;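 also: plate controls were DMSO neutral control for no effect and GW8510 at 10 µM for full effect; many of its hits are not listed in these tables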
# dFosB activator: activators of delta FosB homodimer, primary screen, biochemical, fluorescence polarization, TAMRA-CDK5 oligo, single point; Protein FosB (Mus musculus), P13346; purified delta FosB; percent of positive-control signal above neutral wells; activation, % at 25 µM; actives 0.99% (n = 340,000); AID 493131, 2011;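 active = mean activation above about 17%, with every replicate also reaching it, limit read from the data, passing the limit was not always enough; inconclusive = only one of the two conditions met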;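 also: fluorescence polarization rise as delta FosB binds a TAMRA Cdk5 AP-1 oligo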
# PKA-R1A act: activators of PKA-R1A holoenzyme, primary screen, biochemical, fluorescence polarization, Cy5-IP20, bovine R1A, mouse PKAc | cAMP-dependent protein kinase type I-alpha regulatory subunit (Bos taurus) + … | actives 0.083% (n = 340,000) | AID 504707, 2011 | activation, % at 11.4 µM | PKA-R1A dissociation; scaled: DMSO 0%, 113 µM cGMP 100%;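 active = percent activation above the mean of all tested compounds plus 3 SD, cut at about 19% in these data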;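 also: higher means more PKAc released from R1A so a rise in polarization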
# SR-BI uptake up: activators of SR-BI mediated DiI-HDL uptake, primary screen, ldlA[mSR-BI] CHO cells, DiI fluorescence | 3 h; 100 = double the neutral-control signal | activation, % at 12.5 µM | actives 0.096% (n = 320,000) | AID 504775, 2011;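 active = mean replicate activation of at least 60% and every replicate at or above 60%; inconclusive = mean or all-replicate condition met, but not both; inactive = mean below 60% and not all replicates reaching 60%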;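 also: 0% = median plate neutral-control signal and 100% = twice that signal; values of inactives mirror those of a sister screen read the other way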
#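 Test system: SR-BI-overexpressing, LDLR-lacking CHO cells; Also added: labelled HDL, 10 µg/mL; Measured by: bottom-read cell fluorescence after medium removal, ex 550/em 595 nm; Timing: 3 h uptake period with compound, 37 °C; Buffer or medium: F12, 0.5% BSA, 25 mM HEPES; Doses: single compound concentration, delivered by pin transfer.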
# Arrestin-AP2 inh: inhibitors of beta-arrestin/AP2 binding, primary screen, biochemical, GPCR trafficking, flow cytometry; inhibition, % at 10 µM; actives 0.31% (n = 340,000); FITC-arrestin peptide / GST-AP2 beads; AP2 beta2 appendage carries R879A mutation; beta-arrestin 1 C-terminal peptide binding to AP2 beta2-adaptin appendage (human);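 active = inhibition above a set limit, near 3 SD of compounds lacking own fluorescence, cut at about 54% in these data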;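 also: plate controls were DMSO wells for no effect and 5 µM unlabelled arrestin peptide for full effect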
#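 Material – AP2 appendage R879A on GSH beads · Buffer or medium – PBS with 0.05% Tween 20 and 0.1% BSA · Probe or stimulus – fluorescein-tagged arrestin peptide at 50 nM final · Incubation – compound with beads 12 min RT, then probe 1 h RT · Detection – high-throughput flow cytometry of beads, ex 488, em 535 nm · Evaluation – percent response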
# MITF TRPM1 HTS: activators of MITF-driven TRPM1 promoter reporter, primary screen, cell-based, SK-MEL-5, luciferase, single point; SK-MEL-5 TRPM1-promoter luciferase, 24 h; % of positive control, neutral wells = 0; activation, % at 12.5 µM; actives 0.75% (n = 300,000); AID 588334, 2011;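 active = mean activation of at least 80% with every replicate also reaching 80%; inconclusive = mean reaches 80% but some replicate falls short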;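 also: 0% = neutral control wells and 100% = parthenolide positive control wells; values of inactives mirror those of a sister screen read the other way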
# SR-BI DiI inh: inhibitors of SR-BI mediated HDL lipid uptake, primary screen, ldlA[mSR-BI] cells, fluorescence, single point | Scavenger receptor class B member 1 (Mus musculus), Q61009 | ldlA[mSR-BI] CHO cells, DiI-HDL uptake fluorescence, 3 h | inhibition, % at 12.5 µM | actives 0.96% (n = 320,000) | AID 488896, 2010;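 active = mean replicate inhibition of at least 70% and a set share of replicates each scoring 70 or more; inconclusive = meets just one of the two criteria; inactive = fails both criteria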;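 also: 0% = median of neutral control wells and 100% = median of positive control wells; values of inactives mirror those of a sister screen read the other way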
# SUMO Mot1 rescue: yeast Mot1-301 growth rescue at high temperature, primary screen, SUMOylation pathway inhibitor project, S. cerevisiae, ATP luminescence, 38.5C | growth rescue, % at 18.8 µM | S. cerevisiae Mot1-301 growth rescue; percent above DMSO median, 100 means doubled | actives 1% (n = 320,000) | AID 2716, 2010;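 active = every valid replicate shows activation above 250% relative to neutral control wells; inactive = the rest, any valid replicate at or below 250%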;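 also: OY570 slx delta 5 strain wells were the positive control but not used for scaling; some compounds called inactive have numbers as strong as hits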
# DSG3 Ab inh: inhibitors of pemphigus antibody binding to DSG3, primary screen, biochemical, bead-based, flow cytometry, scFv-GFP | Desmoglein-3 (Homo sapiens), P32926 | DSG3-coupled beads, scFv-anti-DSG3-GFP binding; hits give low values | binding (percent of control), % at 10 µM | actives 0.48% (n = 310,000);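 active = binding more than 3 SD below its plate's average and above zero; inconclusive = below that plate limit but binding exactly zero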;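 also: hits lower antibody fragment binding to DSG3; some compounds called inactive have numbers as strong as hits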
# PKA-R2B activ: activators of PKA-R2B holoenzyme, primary screen, biochemical, fluorescence polarization, Cy5-IP20, human; cAMP-dependent protein kinase catalytic subunit beta (Homo sapiens) + cAMP-dependent …; PKA-R2B holoenzyme dissociation; R2B truncated from residue 108, S112A mutant; 0% DMSO only, 100% 113 µM cGMP; activation, % at 11.4 µM; actives 0.079% (n = 340,000); AID 504700, 2011;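 active = activation above a cutoff set at the mean over all compounds plus 3 SD, cut at about 18% in these data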;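 also: higher means more holoenzyme dissociation and a rise in polarization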
# Starred values were filed as active, the others as inactive; ? = inconclusive; / = no result given.
NSD2 HMT inh	CDK5 inh	dFosB activator	PKA-R1A act	SR-BI uptake up	Arrestin-AP2 inh	MITF TRPM1 HTS	SR-BI DiI inh	SUMO Mot1 rescue	DSG3 Ab inh	Molecule	PKA-R2B activ
-1	1.0	-2	13	19	-10	2	-19	17	114	Cc1ccnc(NS(=O)(=O)c2ccc(NC(=O)CCOc3ccccc3)cc2)n1	-3
-5	0.8	0	5	0	26	-8	0	27	100	COc1ccc(-c2cc(C(=O)N3CCOCC3)no2)cc1	-16
1	-1.9	-6	-7	8	3	-10	-8	13	108	CC1(C)C(C#N)=C(N)OC2=C1C(=O)CCC2	14
0	2.0	-22	-6	/	3	-2	/	-29	99	Cc1nnc2ccc(-c3cccc(NC(=O)c4ccc(Cl)nc4)c3)nn12	3
-1	-1.2	-27	-2	-24	3	16	24	-7	101	Cc1cc(=O)n2[nH]c(-c3ccc(F)cc3)cc2n1	1
-4	-0.7	-1	-4	-14	-8	-10	14	-4	104	O=C(OCc1cc(Cl)ccc1OC(F)F)c1cncc(Br)c1	-9
2	-2.4	2	5	8	-2	-4	-8	14	96	COCCCn1c(C)nnc1SCC(=O)NNC(=O)COc1ccc(Cl)cc1	-3
/	1.6	-4	0	13	14	2	-13	6	154	CC(=O)c1ccc(S(=O)(=O)NCCC(=O)NC2CCN(Cc3ccccc3)CC2)cc1	-16
11	-0.2	-1	1	6	27	-4	-6	-15	102	N#Cc1cccc(NC(=O)Cn2cnc(S(=O)(=O)N3CCCCC3)c2)c1	1
-1	0.5	14	-1	-24	-5	/	24	21	98	Cc1cc(C)nc(Nc2n[nH]c(COc3ccc(Cl)cc3)n2)n1	8
-3	-0.8	5	4	4	3	11	-4	-4	94	CCOC(=O)CN(Cc1sccc1C)C(=O)Nc1cccc(OC)c1	-5
/	1.3	-1	-5	20	-1	-9	-20	3	105	O=C(CCS(=O)(=O)c1ccccc1)Nc1nc(-c2ccccn2)cs1	3

# Next section; it opens with the seven that closed the last part.
NSD2 HMT inh	CDK5 inh	dFosB activator	PKA-R1A act	SR-BI uptake up	Arrestin-AP2 inh	MITF TRPM1 HTS	SR-BI DiI inh	SUMO Mot1 rescue	DSG3 Ab inh	Molecule	PKA-R2B activ
-4	-0.7	-1	-4	-14	-8	-10	14	-4	104	O=C(OCc1cc(Cl)ccc1OC(F)F)c1cncc(Br)c1	-9
2	-2.4	2	5	8	-2	-4	-8	14	96	COCCCn1c(C)nnc1SCC(=O)NNC(=O)COc1ccc(Cl)cc1	-3
/	1.6	-4	0	13	14	2	-13	6	154	CC(=O)c1ccc(S(=O)(=O)NCCC(=O)NC2CCN(Cc3ccccc3)CC2)cc1	-16
11	-0.2	-1	1	6	27	-4	-6	-15	102	N#Cc1cccc(NC(=O)Cn2cnc(S(=O)(=O)N3CCCCC3)c2)c1	1
-1	0.5	14	-1	-24	-5	/	24	21	98	Cc1cc(C)nc(Nc2n[nH]c(COc3ccc(Cl)cc3)n2)n1	8
-3	-0.8	5	4	4	3	11	-4	-4	94	CCOC(=O)CN(Cc1sccc1C)C(=O)Nc1cccc(OC)c1	-5
/	1.3	-1	-5	20	-1	-9	-20	3	105	O=C(CCS(=O)(=O)c1ccccc1)Nc1nc(-c2ccccn2)cs1	3
8	-0.6	-9	4	-36	-1	-7	36	-22	/	CCOc1ccccc1OCCCC(=O)N1CCN(S(=O)(=O)c2ccc(Cl)cc2)CC1	4
0	-0.7	-1	-13	7	1	-12	-7	446	108	Cc1ccc(OCC(O)CNS(=O)(=O)c2ccccc2C(=O)O)cc1 (configuration not stated)	8
1	-2.1	-3	-11	-8	9	57	8	/	116	C(=NOCc1ccccc1)c1ccncc1	-3
7	3.2	-3	-4	9	-5	4	-9	-5	109	COc1ccc(/C=N/NC(=O)c2ccoc2C)cc1OC	4
-2	0.7	-4	11	1	-13	-5	-1	349*	111	O=P(c1ccccc1)(c1ccccc1)c1ccc(O)cc1	1
1	2.3	-3	-9	18	40	-9	-18	3	105	Cc1cc(C)n(C(=O)N(c2ccccc2)c2ccccc2)n1	-3
-2	0.6	-1	3	36	-8	1	-36	-10	107	O=C(COc1ccccc1Cl)NNC(=O)C1CCCO1 (configuration not stated)	5
4	0.7	-2	11	-7	36	/	7	-9	109	Cc1c(/C=C/C(=O)c2ccccc2)cnn1C	-11
7	/	3	-11	-51	29	16	51	30	101	Cc1[nH]c2ccc(C(=O)NCCCN3CCCCCC3)cc2c1C	-6
-4	1.0	2	-12	-3	23	4	3	5	112	COc1cccc(/C=C2\N=C(c3c(-c4ccccc4)noc3C)OC2=O)c1	-8
2	2.2	-6	-4	3	1	-7	-3	6	102	Cc1ccc(NC(=O)CN(C)c2ccc(S(=O)(=O)N3CCCC3)cn2)cc1	-7
-1	1.5	6	-3	/	8	-2	/	-7	106	COc1ccc2[nH]cc(CCn3ccc(=O)c(C)c3C)c2c1	-4
2	1.3	3	3	-8	3	/	8	222	/	CCOC(=O)c1nnn(-c2nonc2N)c1CNc1ccccc1	-13
0	1.8	2	-1	15	18	6	-15	-15	95	Cc1cccc(NC(=O)N2CCCCCC2)c1C	4
-4	1.3	-7	-2	12	0	6	-12	12	84	O=C(Cc1ccccc1)NCCc1ccc(Cl)cc1Cl	-8
-3	/	-1	-12	14	-7	-2	-14	16	91	Cn1c(=O)c2sccc2n2c(CCCC(=O)N3CCCCC3)nnc12	4
2	-0.1	-10	-6	15	5	-20	-15	13	119	COc1ccc(OC)c(C(=O)COC(=O)COc2ccccc2)c1	0
2	-1.1	3	-2	-7	-1	8	7	137	100	Cc1ccc(Cl)cc1NC(=O)C1CC(=O)Nc2ncnn21 (configuration not stated)	-2
0	-0.5	14	-18	/	8	13	/	-16	100	CCOc1ccc(NC(=O)c2ccc(CNc3c(N4CCCC4)c(=O)c3=O)cc2)cc1	-10
-2	1.1	-5	-22	16	1	-8	-16	196	101	O=C(CN(C(=O)C1CSC(=O)C1)c1cccc(F)c1)NC1CCCC1 (configuration not stated)	0
6	-2.6	2	-2	11	8	7	-11	1	100	CC1=C(C(=O)Nc2cccnc2)C(c2cccnc2)n2ncnc2N1 (configuration not stated)	0
1	0.1	-7	11	-24	7	3	24	-18	37*	COc1ccc(C2Nc3ccccc3C(=O)N2Cc2ccco2)cc1COc1ccc(NC(C)=O)cc1 (configuration not stated)	-9
-4	0.3	-3	2	-3	34	-18	3	4	96	Cc1ccc2c(ccn3cc4c(c(=O)n(C)c(=O)n4C)c23)c1	-4
-1	0.2	-4	-4	-7	9	10	7	-28	78	CCOC(=O)Cn1c(=NC(=O)CN2C(=O)CCC2=O)sc2cc(S(N)(=O)=O)ccc21	-6

# Three of the entries above in order of the MITF TRPM1 HTS value, high to low.
NSD2 HMT inh	CDK5 inh	dFosB activator	PKA-R1A act	SR-BI uptake up	Arrestin-AP2 inh	MITF TRPM1 HTS	SR-BI DiI inh	SUMO Mot1 rescue	DSG3 Ab inh	Molecule	PKA-R2B activ
-1	0.2	-4	-4	-7	9	10	7	-28	78	CCOC(=O)Cn1c(=NC(=O)CN2C(=O)CCC2=O)sc2cc(S(N)(=O)=O)ccc21	-6
1	0.1	-7	11	-24	7	3	24	-18	37*	COc1ccc(C2Nc3ccccc3C(=O)N2Cc2ccco2)cc1COc1ccc(NC(C)=O)cc1 (configuration not stated)	-9
-4	0.3	-3	2	-3	34	-18	3	4	96	Cc1ccc2c(ccn3cc4c(c(=O)n(C)c(=O)n4C)c23)c1	-4

# Later entries.
NSD2 HMT inh	CDK5 inh	dFosB activator	PKA-R1A act	SR-BI uptake up	Arrestin-AP2 inh	MITF TRPM1 HTS	SR-BI DiI inh	SUMO Mot1 rescue	DSG3 Ab inh	Molecule	PKA-R2B activ
/	-3.1	0	-10	?	-4	0	-144	-5	110	O=C(O)CCSc1nnc(-c2ccncc2)n1-c1ccccc1	-8
/	-1.4	1	9	-52	12	16	52	126	104	O=C(Nc1ccccc1-c1ccccc1)NC1CC2CCCC(C1)N2Cc1ccc(F)cc1 (configuration not stated)	-7
/	-1.5	3	-13	-60	1	-4	60	4	103	CCCn1nc2cc(C(=O)NC3CCc4ccccc43)ccc2c1OCC (configuration not stated)	-3
3	-0.3	2	-4	-52	-10	41	52	37	88	O=C(Nc1nc(-c2ccc(Cl)s2)cs1)c1cccs1	-12
